Assay outcomes from PubChem BioAssay.
Rin1 Abl inh: inhibitors of human Rin1-Abl protein interaction. P00519+Q13671. TR-FRET Rin1/Abl binding, biochemical. inhibition, % at 7.35 µM. hit rate 0.4% among 360,000. AID 588664; in the data active = inhibition above about 5%, passing the limit was not always enough
MsrA inh: bovine MsrA inhibition; AID 651718; hit rate 0.75% among 360,000; inhibition, % at 15.5 µM; purified bovine MsrA, absorbance read-out; in the data active = inhibition above about 4.5%;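 also: 0% = vehicle wells with enzyme and 100% = reference inhibitor wells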
FAS-TE inh: inhibitors of human fatty acid synthase thioesterase domain; P49327; recombinant FAS-TE, OMFH fluorogenic substrate, fluorescence endpoint; inhibition, % at 15 µM; hit rate 0.67% among 360,000;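 active = compounds whose normalised, plate-corrected inhibition of enzyme fluorescence in the single-dose primary screen is 50% or more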;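 also: 0% = DMSO with enzyme and 100% = substrate without enzyme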
TbMetRS inhib: blocks T. brucei methionyl-tRNA synthetase activity; purified T. brucei MetRS, ATP depletion, Kinase-Glo luminescence; inhibition, % at 11.9 µM; hit rate 0.4% among 360,000; AID 624268;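 active = inhibition above a per-plate cutoff of the control wells' mean inhibition plus 3 SD, cut at about 5.5% in these data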;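 also: 0% = DMSO wells median and 100% = median of wells with control inhibitor compound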
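System: purified T. brucei MetRS enzyme / Detection: Kinase-Glo luciferase luminescence reporting remaining unconsumed ATP / Medium: HEPES buffer with MgCl2, KCl, DTT, spermine, BSA, pyrophosphatase / Replication: singlicate, one well per compound / Evaluation: percent inhibition relative to median high and low control wells / Schedule: 2 h aminoacylation at 25 °C after 15 min preincubation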
CSN inh: inhibitors of human CSN-mediated cullin deneddylation; Q92905; Purified CSN, SCF-Nedd8-OG deneddylation, fluorescence polarization; inhibition, % at 12.5 µM; hit rate 0.38% among 360,000;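 active = pattern-corrected inhibition above about 35%, with an unprinted fluorescence ratio check between 0.5 and 1.5, limit read from the data, passing the limit was not always enough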;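 also: 0% = enzyme with substrate and 100% = substrate without enzyme; some results filed as inactive read as strong as hits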
Target sequence (Q92905 whole entry, looked up, one chain of several): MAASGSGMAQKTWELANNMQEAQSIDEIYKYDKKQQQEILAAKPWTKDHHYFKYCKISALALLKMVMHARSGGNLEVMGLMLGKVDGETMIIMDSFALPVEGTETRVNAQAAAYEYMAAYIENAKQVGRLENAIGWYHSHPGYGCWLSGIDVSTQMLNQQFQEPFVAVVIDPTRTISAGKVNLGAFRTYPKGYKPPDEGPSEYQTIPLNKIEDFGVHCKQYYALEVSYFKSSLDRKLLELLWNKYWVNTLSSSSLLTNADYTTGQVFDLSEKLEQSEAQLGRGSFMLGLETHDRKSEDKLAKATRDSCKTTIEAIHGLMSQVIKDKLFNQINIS
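Material: human Csn5 produced in HEK293T cells; Input: enzyme 0.24 nM; Reagent: SCFSkp2-Nedd8OG substrate at 10 nM final; Dosing: 12.5 µM compound; Incubation: 90 min reaction at room temperature; Detection: fluorescence polarization of the substrate; Evaluation: % inhibition of substrate cleavage by Csn5; Control set: substrate-only high control, full reaction low control.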
bovine MsrA act: activators of bovine methionine sulfoxide reductase A; purified bovine MsrA, absorbance read-out; activation, % at 10.6 µM; hit rate 0.3% among 360,000; in the data active = activation above about 7.5%;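 also: 0% = vehicle and 100% = reference activator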
PABP1 MLLE inh: inhibitors of microRNA-mediated deadenylation, human PABP1 MLLE binding; GST-MLLE / FITC-PAM2 fluorescence polarization; AID 588489; hit rate 0.36% among 360,000; inhibition, % at 20 µM; in the data active = inhibition above about 35%, passing the limit was not always enough;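 also: plate controls were DMSO wells with GST-MLLE for no effect and wells lacking GST-MLLE protein for full effect; some results filed as inactive read as strong as hits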
Target sequence (P11940 whole entry, looked up): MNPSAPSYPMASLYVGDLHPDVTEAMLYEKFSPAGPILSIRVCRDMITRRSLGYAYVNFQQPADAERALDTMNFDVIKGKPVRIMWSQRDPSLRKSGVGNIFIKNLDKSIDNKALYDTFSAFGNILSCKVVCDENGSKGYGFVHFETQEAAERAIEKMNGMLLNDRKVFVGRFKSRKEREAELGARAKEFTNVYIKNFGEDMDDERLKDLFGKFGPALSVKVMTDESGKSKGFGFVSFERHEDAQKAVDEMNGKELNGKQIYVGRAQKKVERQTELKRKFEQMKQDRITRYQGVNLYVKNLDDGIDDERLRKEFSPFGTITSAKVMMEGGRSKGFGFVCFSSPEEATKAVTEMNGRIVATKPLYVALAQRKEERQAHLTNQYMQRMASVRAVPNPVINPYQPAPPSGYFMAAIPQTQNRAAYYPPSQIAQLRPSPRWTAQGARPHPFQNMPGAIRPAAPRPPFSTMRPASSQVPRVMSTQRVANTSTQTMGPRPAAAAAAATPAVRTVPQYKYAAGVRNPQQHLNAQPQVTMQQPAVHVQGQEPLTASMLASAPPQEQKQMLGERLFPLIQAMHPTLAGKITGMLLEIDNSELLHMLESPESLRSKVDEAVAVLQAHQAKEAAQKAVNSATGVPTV
Neddyl block: cullin neddylation inhibition; TR-FRET cullin neddylation, biochemical; calls only at 25 µM; hit rate 0.58% among 360,000; in the data active = inhibition above about 36%
eLon inh: inhibits E. coli Lon protease; P0A9M0; purified E. coli Lon protease, fluorescence polarization; inhibition, % at 7.94 µM; hit rate 0.42% among 360,000; in the data active = inhibition above about 13%, passing the limit was not always enough;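 also: 0% = enzyme with probe and DMSO and 100% = no enzyme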
The depositor's hits bear a star; i = inactive; nt = no result given.

SMILES | Rin1 Abl inh | MsrA inh | FAS-TE inh | TbMetRS inhib | CSN inh | bovine MsrA act | PABP1 MLLE inh | Neddyl block | eLon inh
Cc1ccc(-c2csc(N3CCN(S(=O)(=O)c4ccc5c(c4)NC(=O)CO5)CC3)n2)cc1 | 1.1 | -0.4 | 44.0 | 0.6 | 0.6 | -2.1 | -7.4 | i | -6.8
C=CCn1c(-c2cc3cccc(OC)c3o2)n[nH]c1=S | -7.0 | 1.8 | -3.0 | -0.7 | -7.2 | 2.9 | -10.5 | nt | 1.9
COc1ccccc1-c1ccc2c(c1)C(C)(Cc1ccc(Cl)c(Cl)c1)C(=O)N2 (centres undefined) | -1.9 | 0.7 | 24.9 | -0.2 | -7.0 | -1.7 | -14.9 | i | -10.6
O=c1oc2ccccc2cc1-c1nnc(-c2cccc(Br)c2)o1 | 5.9 | -0.8 | 5.4 | -1.8 | 0.3 | -12.2 | 4.5 | i | -5.0
CC(=O)Nc1ccc(NC(=O)C(C)OC(=O)CN2C(=O)C3CCCCC3C2=O)cc1 (centres undefined) | 6.3 | -0.1 | -4.0 | -0.3 | -8.7 | -5.2 | -29.4 | i | -4.9
N/C(=N\OC(=O)CCC1CCCCC1)c1ccc([N+](=O)[O-])cc1 | 1.2 | -0.1 | 26.6 | 0.5 | 0.6 | 1.3 | -9.4 | i | -4.8
COc1ccccc1NC(=O)CSc1nnnn1-c1ccc(C(=O)O)cc1 | -3.3 | 0.4 | -5.2 | -0.5 | 3.7 | -3.1 | -25.7 | i | -6.7
Cc1cc2oc(=O)cc(CN(C)Cc3ccccc3Cl)c2cc1C | -0.8 | -1.2 | 13.9 | 0.3 | 3.3 | -4.9 | 3.9 | i | 7.5
COc1cc(CNc2cccc(C(=O)O)c2)cc(Br)c1OCC(=O)NC(C)(C)C | -0.1 | -0.3 | -6.9 | -0.9 | -10.4 | -9.4 | 1.1 | i | 2.0
CC(C)(C)c1cc(=O)[nH]c(SCc2ccccc2)n1 | 1.2 | -0.2 | 0.1 | -0.5 | -14.8 | -2.8 | 5.6 | i | -1.6
Cc1cccc(C)c1NC(=O)N1C(C(=O)O)CSC1C(=O)O (centres undefined) | 0.2 | -1.2 | -5.2 | 0.1 | 2.9 | -3.5 | 2.8 | i | -8.1
ClCC1=Nc2ccccc2Cc2ccccc21 | 3.5 | 1.1 | 3.6 | -0.5 | 0.1 | -4.4 | -5.6 | i | 6.0
Cc1ccc(SCC(=O)NCCCc2ccccc2)cc1 | 3.4 | 1.8 | -2.1 | -1.1 | -1.4 | -11.8 | 8.6 | i | 4.8
CCOC(=O)Nc1ccc2nc(Sc3ccc(Cl)cc3)sc2c1 | -3.9 | -0.7 | 21.1 | -1.5 | 3.6 | -8.6 | 8.7 | i | -0.9
COc1ccccc1/C=N/NC(=O)c1cccc2ccccc12 | -3.4 | 0.5 | -0.7 | -0.2 | -0.9 | -1.7 | 6.0 | i | 8.5
C=CCC1(N(C(C)=O)c2ccccc2C)CCCCC1 | -1.4 | 1.6 | 7.3 | 0.6 | -4.3 | -1.6 | 0.3 | i | 3.2
CC(C)[C@@H](N)C(=O)NCC1CCC(C(=O)N[C@@H](Cc2ccccc2)C(=O)O)CC1 (some centres undefined) | -1.1 | 1.9 | -0.6 | -1.6 | 5.5 | -10.3 | 17.8 | i | 4.5
ClCc1nc2ccccc2c2ccccc12 | 0.3 | 0.2 | 3.8 | 0.0 | 0.7 | -2.5 | -9.6 | i | -14.0
CN(C)/C=C1\C(=O)N(c2ccc(Cl)cc2)CS1(=O)=O | -3.3 | 2.0 | -4.8 | 0.0 | -0.9 | -0.1 | 8.1 | i | 2.3
O=C(Nc1ccc(F)cc1)c1sc2cc(C(F)(F)F)cnc2c1-c1cccs1 | -1.7 | -0.1 | 22.4 | -0.6 | 6.1 | -3.2 | 7.9 | i | 5.7
CCOC(=O)N1C=CC(C)=C[C@@H]2[C@@H](N3C(=O)c4ccccc4C3=O)C(=O)N21 | 2.3 | -0.2 | -5.5 | -1.0 | 0.8 | -4.7 | 0.8 | i | -5.1
C=C(C)C1Cc2nc(N)nc(C)c2C1 (centres undefined) | 2.9 | 1.8 | -7.0 | 0.5 | 7.0 | -0.3 | -4.7 | i | 5.5
CCOc1cc(C(=O)OCC(=O)Nc2ccc(Cl)cn2)ccc1OCC(=O)N1CCOCC1 | 5.5 | -1.6 | -4.1 | -0.2 | -2.1 | -4.5 | 4.4 | i | -1.1
CCN(N=O)[C@@H](Cc1ccccc1)CN(N=O)[C@@H](Cc1ccccc1)CN(C)N=O | -1.5 | -0.8 | 2.3 | -0.2 | -1.7 | -1.0 | 9.9 | i | -7.7
Nc1ccn([C@@H]2O[C@H](CNCc3cc(Br)ccc3OCc3ccccc3)[C@@H](O)[C@H]2O)c(=O)n1 | -5.1 | 0.5 | -7.9 | 0.7 | 1.0 | -2.7 | -13.8 | i | -4.9

Individual results from the entries so far.
Reading for COc1ccccc1NC(=O)CSc1nnnn1-c1ccc(C(=O)O)cc1 in PABP1 MLLE inh: -25.7
Reading for Cc1ccc(SCC(=O)NCCCc2ccccc2)cc1 in Rin1 Abl inh: 3.4
Reading for COc1ccccc1-c1ccc2c(c1)C(C)(Cc1ccc(Cl)c(Cl)c1)C(=O)N2 (centres undefined) in bovine MsrA act: -1.7
Reading for CC(C)(C)c1cc(=O)[nH]c(SCc2ccccc2)n1 in bovine MsrA act: -2.8
Reading for CCOc1cc(C(=O)OCC(=O)Nc2ccc(Cl)cn2)ccc1OCC(=O)N1CCOCC1 in PABP1 MLLE inh: 4.4

A draw from above in order of number of heavy atoms, high to low.
SMILES | Rin1 Abl inh | MsrA inh | FAS-TE inh | TbMetRS inhib | CSN inh | bovine MsrA act | PABP1 MLLE inh | Neddyl block | eLon inh
O=C(Nc1ccc(F)cc1)c1sc2cc(C(F)(F)F)cnc2c1-c1cccs1 | -1.7 | -0.1 | 22.4 | -0.6 | 6.1 | -3.2 | 7.9 | i | 5.7
Cc1ccc(SCC(=O)NCCCc2ccccc2)cc1 | 3.4 | 1.8 | -2.1 | -1.1 | -1.4 | -11.8 | 8.6 | i | 4.8
ClCc1nc2ccccc2c2ccccc12 | 0.3 | 0.2 | 3.8 | 0.0 | 0.7 | -2.5 | -9.6 | i | -14.0

Returning to the listing with the 2 entries that preceded the break.
SMILES | Rin1 Abl inh | MsrA inh | FAS-TE inh | TbMetRS inhib | CSN inh | bovine MsrA act | PABP1 MLLE inh | Neddyl block | eLon inh
CCN(N=O)[C@@H](Cc1ccccc1)CN(N=O)[C@@H](Cc1ccccc1)CN(C)N=O | -1.5 | -0.8 | 2.3 | -0.2 | -1.7 | -1.0 | 9.9 | i | -7.7
Nc1ccn([C@@H]2O[C@H](CNCc3cc(Br)ccc3OCc3ccccc3)[C@@H](O)[C@H]2O)c(=O)n1 | -5.1 | 0.5 | -7.9 | 0.7 | 1.0 | -2.7 | -13.8 | i | -4.9
Cc1ccc(-n2c(Cc3cccn3C)nnc2SCC(=O)N2CCc3ccccc32)cc1 | 2.5 | -0.8 | 7.2 | -0.7 | 1.2 | -3.9 | -77.9 | i | -5.1
Cc1nc(Cl)c(C(=O)NCCC(C)C)c(C)c1[N+](=O)[O-] | 0.6 | 0.1 | -2.3 | -0.6 | -1.2 | -4.5 | 2.5 | i | 11.2
CN(C)S(=O)(=O)Nc1ccc2c(c1)OCO2 | -0.8 | nt | -5.8 | 0.0 | 0.3 | -2.9 | -1.5 | i | 2.5
COC(=O)c1ccc(/C=N/NC(=O)c2cccc(F)c2)cc1 | 1.3 | nt | -4.2 | -0.5 | -0.8 | -2.6 | -3.5 | i | -8.0
CNc1ncnc2c1ncn2[C@H]1CN(Cc2cccs2)C[C@@H](CO)O1 | -0.2 | -0.3 | -5.1 | -0.2 | -0.3 | 1.9 | 14.0 | i | -3.0
Cc1ccccc1C(=O)NC(=S)NC1CC1 | -1.9 | 1.1 | -2.4 | -0.7 | 3.5 | 0.2 | 25.1 | i | -15.6
COc1cc(S(=O)(=O)Nc2ccccc2C(=O)N2CCCCC2)ccc1NC(C)=O | -3.7 | -0.1 | -6.0 | -0.4 | 2.0 | -2.3 | 2.5 | i | 2.9
Cc1c(Cc2c(C)n(C)n(-c3ccccc3)c2=O)c(=O)n(-c2ccccc2)n1C | 2.9 | -1.0 | -7.2 | -0.1 | -14.3 | -2.6 | -7.4 | i | -8.6
Cc1ccc(SCc2cn3ccccc3n2)cc1 | -2.9 | 0.4 | -3.8 | -0.3 | -4.9 | -1.5 | 7.8 | i | -7.4
Cc1ccc(C2(c3noc(CN(C)CCO)n3)CCCC2)cc1 | -0.8 | -0.6 | -3.1 | -0.1 | 7.0 | 0.1 | 1.9 | i | -1.5
CN(CC(=O)Nc1ccc2c(c1)OCCO2)S(=O)(=O)c1ccc(Br)s1 | 0.2 | 0.2 | 0.8 | -2.2 | 1.0 | -9.9 | -3.4 | i | -4.0
O=C(NC(=S)Nc1ccc2oc(=O)ccc2c1)c1ccccc1F | 3.4 | -0.8 | -1.0 | -0.1 | 1.0 | 0.6 | 32.5 | i | -1.3
Cc1ccccc1/[N+]([O-])=C/c1cccs1 | -2.5 | 0.3 | 3.5 | 0.0 | 3.7 | -1.8 | 25.2 | i | 1.7
CCC(C)(CC(=O)O)CC(=O)Nc1cc(C(F)(F)F)cc(C(F)(F)F)c1 (centres undefined) | 1.3 | 0.6 | -3.2 | -0.3 | -1.1 | -2.4 | 17.1 | i | 4.7
O=C(c1ccc(CS(=O)(=O)c2ccccc2)o1)N1CCN(c2ncccn2)CC1 | -1.3 | 1.4 | -3.5 | -0.2 | 0.7 | -1.6 | 5.7 | i | -1.8
CCOC(=O)c1c(C)[nH]c(C(=O)OCC(=O)Nc2ccc(OC)c(Cl)c2)c1C | 3.8 | -0.5 | 2.6 | -1.1 | 3.2 | -4.6 | -10.8 | i | 0.2
Cc1ccc(/C=N/n2c(C3CCCCC3)n[nH]c2=S)s1 | 1.6 | 1.4 | -2.5 | -0.9 | 4.6 | -4.8 | -75.0 | i | 14.3
COc1ccc(-c2csc(N(CCCN(C)C)C(=O)c3ccc(F)cc3)n2)cc1 | -0.7 | -0.6 | 1.1 | -1.1 | -1.9 | -1.3 | -11.7 | i | 5.4
CCN(CC)CCC#CC(O)(c1ccccc1)c1ccccc1 | -0.4 | -0.2 | -9.1 | -0.8 | -8.8 | -4.3 | -11.0 | i | -1.1
O=C(CCSc1nc2ccccc2o1)Nc1ccccc1 | 3.0 | -0.8 | 3.9 | -2.2 | 0.0 | -12.8 | 4.0 | i | 1.9
Cc1ccccc1NC(=O)CSc1nccn1Cc1ccco1 | 0.7 | 1.2 | -5.8 | -0.5 | 1.8 | -10.7 | -15.8 | i | -2.5
CCOC(=O)C1=C(COC(=O)/C=C/c2cccc(Cl)c2)NC(=O)NC1C (centres undefined) | 1.0 | 0.6 | 0.6 | -0.4 | 5.5 | -0.4 | -1.0 | i | -10.9
O=C(NCc1ccc2c(c1)OCO2)C1CCN(C(=O)Nc2ccc(Cl)cc2)CC1 | -1.1 | 0.2 | -3.3 | -0.3 | -1.7 | -4.9 | 2.5 | i | -4.4
CN(C)/C(CN1CCOCC1)=C1\N=C(c2ccccc2)OC1=O | -2.3 | 3.6 | -3.3 | -0.1 | -2.8 | -3.6 | -7.1 | i | -6.4
O=C(Cn1c(=O)cnc2ccccc21)N1CCN(S(=O)(=O)c2cccc([N+](=O)[O-])c2)CC1 | 1.0 | 1.7 | -0.6 | -0.6 | 3.1 | -3.2 | 3.6 | i | -18.4
